Screening results: PubChem, several laboratories
WT yeast gro inh: growth inhibition of WT yeast, mitochondrial fusion screen. inhibition, % at 10 µM. mitochondrial fusion phenotypic screen, WT strain. 2.1% of 190,000 active. AID 1362; in the data active = inhibition above about 58%; tested in S. cerevisiae
Dynein transport: blocks dynein driven cargo transport along microtubules. AID 1381. z-score, hits read low. 0.47% of 220,000 active. 3617.4 mouse cells, GR-EGFP nuclear translocation imaging; test concentration mostly 20 µM; stimulated with dexamethasone, 1 µM; stronger effect = lower value;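 active = plate z-score of nuclear minus cytoplasmic receptor signal below a set negative limit, without overly bright fluorescence or cell loss, cut at about -3.5 in these data, passing the limit was not always enough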;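 also: z-score of nuclear minus cytoplasmic ring GR-EGFP intensity difference per well; some compounds called inactive have numbers as strong as hits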
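Buffer or medium: tet-free, stripped-serum medium; reagent: dexamethasone at 1.0 µM final, 30 min; incubation: 48 h induction, 1 h compound, 30 min dex at 37 °C; measured by: formaldehyde fixation, Hoechst nuclear stain, 10x automated fluorescence imaging; read-out: nuclear-to-cytoplasmic GR-EGFP distribution per well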
PMI inhibition: human PMI inhibitors, high substrate, primary screen, biochemical, fluorescence intensity, high mannose 6-phosphate (AID 1220). 0.66% of 190,000 active. recombinant PMI enzyme, coupled fluorescence intensity; higher % means a stronger effect. inhibition, % at 20 µM, or IC50 in µM where a hit was titrated
Ins promoter up: MIN6 insulin promoter up-regulation; 0.3% of 190,000 active; AID 1625; MIN6 insulin promoter-GFP reporter, high-content imaging; stronger effect = higher value; z-score at 5 µM;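 active = z-score above 3 at 5 µM with at least 500 cells counted in the well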
Autophagy mod: autophagy modulation, high-content screen; AID 463193; calls only at 10 µM (by protocol); 0.98% of 190,000 active; MEF GFP-LC3 puncta imaging; test concentration mostly 10 µM;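 active = percentage of spot-positive cells more than 3 SD above its plate mean, without a fluorescence outlier flag or 80% toxicity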;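 also: spot-positive cell cutoff set from DMSO-treated cells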
MT stabilize HCS: stabilizes microtubules in HeLa cells; HeLa tubulin immunostaining HCS, 24 h; share of cells brighter than vehicle mean+2SD; % tubulin-high responders, % at 10 µM; 0.83% of 200,000 active;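 active = plate Z-score above 3 for both tubulin-high and condensed-nucleus cell shares, with cell loss under 80%, at 10 µM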;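 also: anti alpha tubulin signal scored within the nucleus-defined area of each cell; some results filed as inactive read as strong as hits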
bCat nuc transl: alters nuclear translocation of beta-catenin in HeLa cells | immunofluorescence imaging | nuclear translocation activity, % at 5 µM | 0.3% of 190,000 active;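 active = nuclear translocation activity above 50% at 5 µM, with a well cell count of 50 or more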;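 also: per-cell ratio of nuclear to cytoplasmic median beta-catenin stain intensity; plate controls were DMSO negative control for no effect and GSK-3 inhibitor IX positive control for full effect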
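assay system = human HeLa cells, endogenous beta-catenin | times = compound treatment 24 h, 37°C, 5% CO2 | detection = Anti-beta-catenin immunofluorescence on PFA-fixed, Triton-permeabilized cells, DAPI nuclei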
PMI inhibitors: MPI enzyme activity inhibition – biochemical, fluorescence intensity, coupled assay, primary screen (AID 1209); inhibition, % at 20 µM; hits with a dose series show IC50 in µM; 0.42% of 190,000 active; purified PMI enzyme, coupled fluorescence intensity; higher % means a stronger effect;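 also: plate controls were DMSO vehicle for no effect and wells lacking substrate for full effect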
Yfh1-depleted yeast: mitochondrial function rescue without frataxin homolog – Friedreich's ataxia, plus single-dose screen, dose response (AID 1465) | S. cerevisiae Yfh1-off respiration, WST-1 reduction, 72 h; higher fold induction means a stronger effect | fold induction at 50 µM, or EC50 in µM where a hit was titrated | 0.074% of 220,000 active;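 active = fold induction of absorbance versus untreated yeast above a set limit, then at least 30% activation at any dose in follow-up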;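 also: activators that raise dye reduction in frataxin-depleted yeast; strong numbers were not always called active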
WT yeast gro inh mutant strain: second read-out of WT yeast gro inh, no call of its own (marks repeat the call); inhibition, %; mitochondrial fusion phenotypic screen, mutant strain inhibition
Dynein transport cytoplasmic EGFP: second read-out of Dynein transport, no call of its own (marks repeat the call); z-score; measured here: cytoplasmic GR-EGFP intensity; stronger effect = higher value
Dynein transport nuclear GR-EGFP: second read-out of Dynein transport, no call of its own (marks repeat the call); z-score; measured here: nuclear GR-EGFP intensity;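 lower value marks the stronger effect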
Dynein transport cell count: further read-out of Dynein transport, marked with its call; z-score; measured here: cell count per field
Ins promoter up cell count: second read-out of Ins promoter up, no call of its own (marks repeat the call); cell count; measured here: cytotoxicity, nuclei count;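 total cells summed across four imaged fields per well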
bCat nuc transl cell count 5 µM: further read-out of bCat nuc transl, marked with its call; cell count; measured here: cell count, cytotoxicity flag
MT stabilize HCS Hoechst-high %: further read-out of MT stabilize HCS, marked with its call; % Hoechst-high responders; measured here: nuclear condensation Hoechst responders;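 share of cells brighter than vehicle mean plus two SD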
MT stabilize HCS cytotoxicity %: further read-out of MT stabilize HCS, marked with its call; toxicity, %; measured here: cytotoxicity by cell density;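 0% = mean cell density of plate MIN control wells and 100% = no cells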
Autophagy mod cell loss 18 h: further read-out of Autophagy mod, marked with its call; toxicity, %; measured here: cell loss, nuclei count;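 cell loss after 18 h compound exposure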
The depositor's hits bear a star; i = inactive; x = not tested or not shown; + = active, no number. Rule as the data show it, unless noted: active = inhibition above about 50%; inactive = the rest. Compounds as they come; about 5% have a hit in one of these screens.

SMILES	WT yeast gro inh	WT yeast gro inh mutant strain	Dynein transport	Dynein transport cytoplasmic EGFP	Dynein transport nuclear GR-EGFP	Dynein transport cell count	PMI inhibition	Ins promoter up	Ins promoter up cell count	Autophagy mod	Autophagy mod cell loss 18 h	MT stabilize HCS	MT stabilize HCS Hoechst-high %	MT stabilize HCS cytotoxicity %	bCat nuc transl	bCat nuc transl cell count 5 µM	PMI inhibitors	Yfh1-depleted yeast
CCOC(=O)c1[nH]c2cc3c(cc2c1NC(=O)CN1CCN(CCO)CC1)OCO3	x	x	-0.0012	0.012	0.43	-0.1	x	0.7	1029	x	x	x	x	x	-0.2	1273	x	i
CCN1/C(=C2\OC(=S)N(C)C2=O)Sc2ccccc21	1	-5	0.68	-0.11	0.17	-0.34	12%	1.7	1183	+	-1.8*	4.2	2.0	5.5	-0.8	830	13%	x
COc1cccc2cccc(/C=N/n3cnnc3)c12	-8	-17	0.033	-0.19	-0.095	0.21	6%	-0.55	1494	i	17	2.6	3.3	4.2	-1.2	1028	-2%	i
Cc1c(C(=O)NCCSCc2ccccc2Cl)cccc1[N+](=O)[O-]	13	20	0.94	-0.21	0.081	-0.74	9%	-0.21	1906	i	10	2.3	1.8	6.4	-0.2	1116	4%	i
Cc1cccc(Oc2cc(N)cc([N+](=O)[O-])c2)c1	3	2	2.8	-0.15	2.2	-2.3	25%	-0.43	1258	i	17	3.6	1.7	5.1	0.8	1367	15%	x
Cc1ccc2nc(SCC(=O)N3CCOCC3)[nH]c2c1	-10	10	1	-0.22	0.12	0.084	0%	-0.74	997	i	-4	0.7	1.1	5.2	x	x	-3%	i
Cc1ccc(NC(=O)C(=O)NCCN2CCN(S(C)(=O)=O)CC2)cc1C	3	8	-0.92	-0.22	-0.61	1.4	1%	-0.31	1409	i	-11	2.1	2.2	6.0	-1.1	1062	4%	i
CCCc1cc(=O)n2[nH]c(NCc3cccs3)nc2n1	0	38	0.2	-0.2	0.37	-0.31	-4%	-0.06	1127	i	-1	0.7	0.1	7.0	2.3	1092	4%	i
O=C1Nc2ccccc2C1(O)Cc1ccncc1 (stereo unspecified)	-12	14	0.85	-0.15	0.47	0.5	10%	0.38	1181	i	-3	2.7	2.0	4.5	0.6	1124	11%	i
COC(=O)c1ccc(CNCC(=O)Nc2ccc(C(=O)OC)cc2)cc1	-2	-11	0.57	-0.25	0.2	-0.66	4%	0.86	886	i	-14	3.8	3.6	9.3	x	x	0%	i
CN(C)Cc1ccccc1Sc1ccc(O)cc1O	-5	-19	2.9	0.31	1.7	-1.8	9%	0.04	1249	i	5	2.5	2.7	12	-0.8	557	0%	i
Cc1ccc(CCc2nnc(SCC(=O)Nc3cc(Cl)ccc3Cl)n2-c2ccccc2)o1	61*	13*	-0.14	-0.29	-0.32	0.61	13%	-0.29	1319	i	-15	2.6	2.9	6.2	-0.7	1096	16%	i
CC(C)c1ccc(O)c(NC(=S)NC(=O)CCc2ccccc2)c1	22	4	0.43	-0.18	1	-0.81	12%	-1.8	1648	i	-1	3.0	1.0	6.4	-0.6	997	13%	i
COc1cccc(C(=O)N(C)c2nnc(-c3ccncc3)s2)c1	51	11	0.045	-0.15	-0.61	-0.25	-8%	-0.14	1566	i	-6	2.3	2.0	4.5	-0.7	1367	-1%	x
O=C(Nc1ccc(SC(F)F)cc1)c1ccccc1F	24	7	0.45	-0.29	0.49	0.5	4%	0.3	1296	i	3	3.2	1.6	3.8	0.7	1115	9%	i
CN(CC(=O)OCC(=O)c1c(N)n(C)c(=O)n(C)c1=O)S(=O)(=O)c1ccc(Cl)cc1	-15	7	-0.34	-0.22	-0.34	0.32	7%	-0.32	1538	i	9	2.0	2.4	10	-0.5	1089	5%	i
CN1C(=O)CCC1(O)c1ccccc1 (stereo unspecified)	-1	-2	-0.072	-0.24	0.28	-0.097	-11%	-0.15	1243	i	-1	1.7	2.5	13	0.9	997	-2%	i
COc1ccc(-c2nnc(-c3ccc(OCC(C)C)cc3)o2)cc1	18	15	-1.3	-0.2	-1.3	1	-4%	-0.54	1562	i	-4	3.1	1.8	4.9	-0.4	1360	-8%	i
COC(=O)c1ccc(Cl)c(NC(C)=O)c1	-12	-6	-0.72	0.75	-0.17	1.1	12%	-0.05	1121	i	-10	2.8	2.5	8.7	x	x	17%	i
O=C(NCc1cccc(F)c1)C1CCN(S(=O)(=O)Cc2ccccc2)CC1	4	-51	-0.064	-0.1	0.57	-0.51	8%	-0.2	1111	i	-19	5.4	2.4	8.4	-4.5	953	0%	i
CCOc1ccc(/C=N/OCC(=O)NCc2ccco2)cc1	18	7	1.5	0.21	1.3	-1.3	1%	0.03	1270	i	9	2.6	2.0	5.2	-0.1	994	2%	i
C=CCn1c(SC(C)C(=O)NCCC2=CCCCC2)nc2ccccc2c1=O (stereo unspecified)	2	-21	-0.24	-0.23	0.099	0.009	-3%	0.59	838	i	1	1.4	1.9	6.1	x	x	4%	i
O=C(NNC(=O)c1cc2cc(Br)ccc2oc1=O)c1ccc(O)cc1	-21	6	-0.13	0.26	-0.061	-0.72	5%	0.11	1561	i	-7	3.5	2.9	11	1.5	1440	-4%	i
Cn1c(CNS(=O)(=O)c2ccc(F)cc2)n[nH]c1=S	14	8	-0.14	-0.15	-0.18	-0.058	-9%	0.16	1480	i	7	2.1	0.9	5.1	-0.4	1352	-12%	i
Clc1cccc(Cl)c1CSc1nnc(/C=C/c2ccccc2)o1	24	8	0.72	-0.2	0.18	0.066	10%	-0.36	1677	i	0	2.5	1.1	6.5	0.7	1326	-2%	x
COc1ccc(N(CC(=O)NCCC2=CCCCC2)S(=O)(=O)c2ccccc2)cc1	x	x	0.49	-0.11	1.3	-1.5	x	0.34	966	x	x	x	x	x	-0.1	1378	x	i
CCOC(=O)N1CCN(C(=O)c2n[nH]c(=O)c3ccccc23)CC1	18	6	-0.39	-0.2	-0.28	0.71	14%	0.04	1969	i	-7	3.7	2.3	0.3	0.5	1044	10%	i
CCCCN(CCCC)CCNC(=O)Cc1nc2c(c(=O)[nH]c(=O)n2C)n1C	67*	7.1*	-1.4	-0.28	-0.42	0.72	-2%	0.29	1138	i	0	2.6	2.5	6.0	0.1	898	5%	i
CCN(CC)CCNC(=O)c1ccc(-n2c(C)cc3c2CCCC3=O)cc1	4	7	-0.19	-0.16	0.54	-0.67	25%	-0.41	1471	i	6	2.6	2.8	3.0	-2.6	1131	1%	i
CC1=NN(C(C#N)c2ccc(F)cc2)C(C)(C)C1 (stereo unspecified)	-11	2	0.25	-0.31	0.36	0.42	-6%	-0.48	1253	i	-25	2.5	2.0	2.8	-0.6	1017	0%	i
Cc1nc(SCC(=O)Nc2ccccc2C(F)(F)F)c(C#N)c(C)c1CC(=O)c1ccc(Br)cc1	2	-1	1.2	-0.024	0.63	-1.2	4%	x	x	i	34	2.1	1.4	5.3	-4.7	1247	2%	i
CC1CCN(S(=O)(=O)c2ccc(S(=O)(=O)NCC3COCCO3)cc2)CC1 (stereo unspecified)	-5	3	-0.35	3.6	0.8	-0.18	4%	-0.08	1152	i	-3	4.6	3.1	3.2	2.5	1119	6%	i
COc1ccc(CNC(=O)CSc2ncn[nH]2)cc1	-6	-1	-1.1	-0.18	-0.46	0.51	-1%	x	x	i	-10	1.9	1.3	8.0	-6.7	1110	-4%	i
O=C(COC(=O)c1ccc(S(=O)(=O)N2CCCC2)cc1)Nc1cccnc1Cl	-1	-14	0.15	-0.24	0.69	-0.73	7%	x	x	i	-1	3.3	1.8	5.4	-3.6	1117	-7%	i
S=C1NC2(CCCC2)Nc2ccccc21	-6	-9	-1.1	-0.27	-0.28	0.67	-130%	0.56	1176	i	-4	1.9	2.0	7.6	0.0	1099	-71%	i
COc1ccc(CCNC(=O)COC(=O)c2ccc[nH]c2=O)cc1	8	15	-0.32	-0.27	-0.15	0.23	-3%	0.44	980	i	-9	1.4	1.2	4.8	-2.5	1270	-10%	i
CCOc1cc(-c2nc3ccccn3c2NCC2CCCO2)ccc1O (stereo unspecified)	11	2	1.8	-0.045	0.0072	-0.72	11%	x	x	i	0	1.6	1.2	1.3	x	x	11%	i
Cc1ccc(SC(C)C(=O)Nc2ccccc2-c2ccccc2)cc1 (stereo unspecified)	78*	-2.2*	-0.32	0.052	0.82	-0.35	-3%	x	x	i	15	1.8	2.1	1.6	1.0	908	11%	i
CS(=O)(=O)N1CCN(c2ccccc2F)CC1	-4	-7	-0.044	-0.21	0.28	-0.66	-12%	0.12	976	i	0	2.9	1.0	2.5	0.4	1122	-3%	i

Structural class, the compounds so far with two or more sulfur atoms
SMILES	WT yeast gro inh	WT yeast gro inh mutant strain	Dynein transport	Dynein transport cytoplasmic EGFP	Dynein transport nuclear GR-EGFP	Dynein transport cell count	PMI inhibition	Ins promoter up	Ins promoter up cell count	Autophagy mod	Autophagy mod cell loss 18 h	MT stabilize HCS	MT stabilize HCS Hoechst-high %	MT stabilize HCS cytotoxicity %	bCat nuc transl	bCat nuc transl cell count 5 µM	PMI inhibitors	Yfh1-depleted yeast
CCN1/C(=C2\OC(=S)N(C)C2=O)Sc2ccccc21	1	-5	0.68	-0.11	0.17	-0.34	12%	1.7	1183	+	-1.8*	4.2	2.0	5.5	-0.8	830	13%	x
Cn1c(CNS(=O)(=O)c2ccc(F)cc2)n[nH]c1=S	14	8	-0.14	-0.15	-0.18	-0.058	-9%	0.16	1480	i	7	2.1	0.9	5.1	-0.4	1352	-12%	i
CC1CCN(S(=O)(=O)c2ccc(S(=O)(=O)NCC3COCCO3)cc2)CC1 (stereo unspecified)	-5	3	-0.35	3.6	0.8	-0.18	4%	-0.08	1152	i	-3	4.6	3.1	3.2	2.5	1119	6%	i
